# Bioassay records: PubChem BioAssay, several laboratories
# Platelet DG rel: platelet dense granule release activity; inhibition, %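 (compounds screened at 7.5 µM in platelet-rich plasma)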; 300,000 tested, 0.22% active; human platelet-rich plasma, SFLLRN dense granule ATP release, luminescence;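 active means mean replicate score, as percent of positive control, at or above 50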
# KCNQ1 inh: blocks the human KCNQ1 potassium channel; P51787; CHO-K1 KCNQ1, FluxOR thallium flux fluorescence; hits give high values; B-score at 10 µM; 310,000 tested, 1.3% active; AID 2642;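 active means compounds whose thallium flux B-score, printed positive for inhibition, exceeds three library SD while starting fluorescence stays within three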;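 further: channel opened by potassium depolarization with thallium stimulus after 20 min compound exposure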
# Target sequence (P51787 whole entry, looked up): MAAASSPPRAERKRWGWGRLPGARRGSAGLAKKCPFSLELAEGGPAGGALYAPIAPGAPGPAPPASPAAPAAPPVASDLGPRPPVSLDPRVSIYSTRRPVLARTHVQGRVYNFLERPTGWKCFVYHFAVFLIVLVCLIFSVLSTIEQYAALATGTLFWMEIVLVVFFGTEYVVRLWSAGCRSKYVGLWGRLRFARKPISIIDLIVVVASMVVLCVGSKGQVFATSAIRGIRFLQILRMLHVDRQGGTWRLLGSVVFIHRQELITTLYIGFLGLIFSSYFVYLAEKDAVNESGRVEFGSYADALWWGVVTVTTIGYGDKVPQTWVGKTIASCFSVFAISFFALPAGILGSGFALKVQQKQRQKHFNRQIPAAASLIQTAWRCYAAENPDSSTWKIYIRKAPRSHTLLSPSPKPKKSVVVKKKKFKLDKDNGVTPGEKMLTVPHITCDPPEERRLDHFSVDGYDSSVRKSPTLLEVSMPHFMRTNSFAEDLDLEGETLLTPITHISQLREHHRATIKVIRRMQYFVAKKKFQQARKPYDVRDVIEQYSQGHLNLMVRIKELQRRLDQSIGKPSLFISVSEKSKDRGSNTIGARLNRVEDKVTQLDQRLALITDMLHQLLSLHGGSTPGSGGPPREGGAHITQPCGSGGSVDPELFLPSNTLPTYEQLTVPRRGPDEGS
# hERG protect: compounds protecting human hERG from proarrhythmic drug block; CHO-hERG, FluxOR thallium flux, dofetilide IC70 present; activation (rescue from dofetilide block), less the hit threshold, % at 10 µM; 310,000 tested, 0.51% active; AID 1511;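 active means activation above the mean of controls blocked by dofetilide plus 5 SD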;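 further: thallium influx through hERG after potassium depolarization seen as dye fluorescence rise; in these data hits start at about 4.7%; inactives centre near -7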
# KCNK9 inh: inhibitors of human KCNK9 two-pore domain potassium channel. B-score at 10 µM. 310,000 tested, 1.2% active. AID 488922. HEK293 KCNK9, FluxOR thallium flux fluorescence; hits give low values. Q9NPC2;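 active means ratio B-score over 3 SD below the library mean, with starting fluorescence within 5 SD of its mean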;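 further: negative B-score means less thallium flux so channel inhibition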
# Target sequence (Q9NPC2 whole entry, looked up, the tested form may be a part): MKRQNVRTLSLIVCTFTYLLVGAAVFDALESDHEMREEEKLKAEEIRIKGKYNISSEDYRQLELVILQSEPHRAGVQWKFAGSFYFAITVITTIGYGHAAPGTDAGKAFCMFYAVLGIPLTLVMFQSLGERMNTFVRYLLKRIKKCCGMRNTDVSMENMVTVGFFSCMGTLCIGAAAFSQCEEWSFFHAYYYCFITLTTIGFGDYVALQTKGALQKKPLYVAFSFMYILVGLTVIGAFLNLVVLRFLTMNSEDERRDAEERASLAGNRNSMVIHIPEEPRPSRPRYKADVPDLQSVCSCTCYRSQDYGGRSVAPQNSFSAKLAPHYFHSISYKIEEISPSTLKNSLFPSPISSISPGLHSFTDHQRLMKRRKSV
# KCNQ1 pot: human KCNQ1 channel potentiation or activation; P51787; CHO-K1 KCNQ1, thallium flux FluxOR fluorescence; hits give high values; B-score at 10 µM; 310,000 tested, 0.35% active;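 active means fluorescence ratio B-score, a plate-corrected score, at least three library SD, with initial intensity B-score within 5 SD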
#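 assay system = KCNQ1-transfected CHO-K1 cells | medium = assay buffer with matched DMSO | probe or stimulus = depolarizing K+/Tl+ stimulus, K2SO4 and Tl2SO4 each 12.5 mM in 5x stock | dosing = single dose | incubation = dye 90 min, compound 20 min, room temperature | detection = kinetic FluxOR fluorescence, 10 s baseline plus 110 s post-stimulus | evaluation = ratio B score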
# TRPC4 act: TRPC4 (mouse) channel activation; HEK293 TRPC4beta/mu-opioid, Fluo4 calcium fluorescence; hits give high values; B-score at 10 µM; 310,000 tested, 0.49% active;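 active means B-score above 5 SD of library B-scores, and initial fluorescence ratio not above library mean plus 5 SD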;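 further: positive B-score marks a calcium rise read as TRPC4 activation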
#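 Assay system: HEK293 stable line with TRPC4beta plus mu-opioid receptor. Times: dye 45 min RT, read 110 s. Measured by: kinetic Fluo4 calcium fluorescence. Measure: B score of integrated ratio. Controls: assay buffer as low control, maximal DAMGO as high control.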
# TRPC4 potent: allosterically enhances the mouse TRPC4 cation channel; HEK293 TRPC4beta/mu-opioid, DAMGO EC20, Fluo-4 Ca2+ flux; hits give high values; B-score at 10 µM; 310,000 tested, 0.42% active; AID 2227;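 active means B-score of calcium response area above 5 SD of library B-scores, with initial fluorescence ratio within 5 SD of library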;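 further: B-score of integrated fluorescence ratio over time as area under calcium response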
# KCNK3 block: human KCNK3 channel inhibition, primary screen; O14649; CHO-KCNK3 thallium flux, FluxOR fluorescence; hits give low values; B-score at 10 µM; 340,000 tested, 0.84% active; AID 602410;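 active means B-score under library mean minus 4 SD, starting fluorescence ratio at most library mean plus 5 SD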;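 further: more negative B-score means stronger inhibition of thallium flux through KCNK3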
# TRPC4 block: inhibitors of mouse TRPC4 channel. B-score at 10 µM. HEK293 TRPC4beta/mu-opioid, DAMGO-evoked Fluo4 calcium flux; hits give low values. Q9QUQ5. 300,000 tested, 0.39% active;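 active means B-score over 3 SD under the library average, no early fluorescence shift, positive overall ratio signal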
#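 test system = HEK293 cells with stable TRPC4beta plus mu-opioid receptor expression | detection = Fluo4 Ca2+ flux fluorescence | read-out = integrated fluorescence ratio relative to baseline, converted to per-well B score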
# DYRK1A inh: inhibitors of rat Dyrk1A kinase. ADP-Glo luminescence, NFATc1 peptide. inhibition, % at 12.5 µM. 310,000 tested, 0.43% active. AID 504441; in the data active means inhibition above about 50%;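 further: plate controls were vehicle with enzyme for no effect and no enzyme for full effect; many of its hits are not listed in these tables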
# PolyA inh: inhibitors of polyadenylation in S. cerevisiae; S. cerevisiae SKY197-pL101 polyadenylation reporter, beta-gal luminescence; efflux-impaired pdr1/pdr3 knockout yeast; score 100 = 6 SD above DMSO; calls only at 12 µM; 300,000 tested, 0.02% active;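 active means lowest replicate activity score at least 50, where 100 means six control SD above control mean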;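 further: yeast exposed to compound for 9 h at 30 °C; higher score means more reporter readthrough which indicates perturbed polyadenylation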
# * marks the source's active call; other numbers are inactive results; i = inactive; . = no result given. Only part of the results is shown; count on the stated rates, not on these rows.
Molecule	Platelet DG rel	KCNQ1 inh	hERG protect	KCNK9 inh	KCNQ1 pot	TRPC4 act	TRPC4 potent	KCNK3 block	TRPC4 block	DYRK1A inh	PolyA inh
O=C(O)C1C2C=CC(C2)C1C(=O)NCc1cccc(Cl)c1 (stereo unspecified)	2	i	-6	i	i	i	i	i	i	-3	i
C/C(=N\N=C\c1ccc(N(C)C)cc1)c1cccc([N+](=O)[O-])c1	7	i	-5	i	i	i	i	i	i	-1	i
CC1CCCC(C)N1CC(O)COc1c(F)cc(Br)cc1F (stereo unspecified)	-2	i	-7	i	i	i	i	i	i	-1	i
CCOC(=O)c1nn(-c2ccc(OCC)cc2)c2nc(CC(C)C)c(C#N)c(=O)n12	-5	i	-11	i	i	i	i	i	i	3	i
CCc1nnc(NS(=O)(=O)c2ccc(NC(=O)C(c3ccccc3)c3ccccc3)cc2)s1	4	i	-16	i	i	i	i	i	i	7	i
COc1ccccc1-c1c(C)oc2c(CN3CCCCC3C)c(O)ccc2c1=O (stereo unspecified)	-1	i	-2	i	i	i	i	i	i	.	i
COc1ccc(C(=O)COC(=O)CCN2C(=O)C3C4CC(C(Br)C4Br)C3C2=O)cc1 (stereo unspecified)	-1	i	-10	i	i	i	i	i	i	12	i
CC(OC(=O)c1ccco1)C(=O)NC1CCCC1 (stereo unspecified)	-8	i	-13	i	i	i	i	i	i	1	i
O=C(CSc1nnc(-c2ccc(Cl)cc2)n1-c1ccc(Cl)cc1)N/N=C/c1ccco1	9	i	-18	i	i	i	i	i	i	-4	i
O=C(Nc1ccc(Cl)c(S(=O)(=O)N2CCOCC2)c1)c1cn2ccccc2n1	-4	i	-2	i	i	i	i	i	i	.	i
CCN(CC)c1ccc(NC(=O)c2ccc(Br)o2)cc1	2	i	-16	i	i	i	i	i	i	1	i
CC(C)c1ccc(NC(=O)c2cc(Br)ccc2Br)cc1	-28	i	-4	i	i	i	i	i	i	-1	i
CCc1ccc(OCC(=O)NNC(=O)Cc2c(F)cccc2Cl)cc1	1	i	-13	i	i	i	i	i	i	.	i
Cc1ccc(C(=O)NNC(=S)NC(=O)c2ccccc2)cc1	18	i	23*	i	8*	218*	i	i	i	0	i
Cc1sc(NC(=O)CSc2nnc(-c3ccc(F)cc3)o2)c(C#N)c1C	-1	i	-14	i	i	i	i	i	i	7	i
Cc1nc2ccc(S(=O)(=O)NCC(=O)N3CCCC(C)C3)cc2s1 (stereo unspecified)	0	i	0	i	i	i	i	i	.	0	i
Cc1ccc2c(N)c(C(=O)N(c3ccccc3)c3ccccc3)sc2n1	9	i	-4	i	i	i	i	i	i	-6	i
CC(C)(C)C(=O)NC1(C(F)(F)F)NC(=O)N(c2ccccc2F)C1=O (stereo unspecified)	-4	i	-2	i	i	i	i	i	i	1	i
Cc1ccnc(NC(=O)CSc2ccc3c(c2)OCCO3)c1	-4	i	-10	i	i	i	i	i	i	.	i
Cc1nnc(NCCc2ccccc2)c2ccccc12	-10	i	-4	i	i	i	i	i	i	-1	i
Cc1ccc(O)c(NC(=O)CSc2n[nH]c(C)c2[N+](=O)[O-])c1	-1	i	-3	i	i	i	i	i	i	-1	i
CC1CC(C)CN(C(=O)c2ccc(C(=O)c3ccccc3)cc2)C1 (stereo unspecified)	-3	i	-13	i	i	i	i	i	i	-1	i
O=C(Nc1nnc(-c2cccs2)o1)c1cccc(F)c1	-2	i	-15	i	i	i	i	i	i	5	i
Nc1nc(-c2cccnc2)nn1C(=O)c1ccco1	4	i	-6	i	i	i	i	.	i	.	i
CN(C)Cc1cc(O)c(CN(C)C)cc1O	-6	i	-11	i	i	i	i	i	i	-6	i
COC(=O)c1ccc(N2C(=O)CC(N3CCN(C(=O)c4ccco4)CC3)C2=O)cc1 (stereo unspecified)	0	i	-7	i	i	i	i	i	i	-11	i
COc1cc(/C=N/NC(=O)c2cc(-c3ccccc3Cl)nc3ccccc23)cc(OC)c1O	2	i	-14	i	i	i	i	i	i	.	i
O=C(CN(C(=O)CCC(=O)Nc1nccs1)c1ccccc1F)NCc1ccc(F)cc1	-3	i	-2	i	i	i	i	i	i	2	i
COc1ccc(C(=O)Nn2c(SCC(=O)NC3CCCCC3)nc3ccccc3c2=O)cc1	2	i	-6	i	i	i	i	i	i	-7	i
Cn1ccc(-c2cc(C(=O)O)c3ccccc3n2)n1	0	i	-7	i	i	i	i	i	i	0	i
Cc1cc2nnc(SC3CCOC3=O)n2c2ccccc12 (stereo unspecified)	0	i	-13	i	i	i	i	i	i	19	i
NC(=O)C1CCN(C(=O)CC2C(=O)NCCN2Cc2cccc(Oc3ccccc3)c2)CC1 (stereo unspecified)	-5	i	-1	i	i	i	i	i	i	-1	i
Cc1ccc(C)c(OCC(=O)Nc2ccncc2)c1	14	i	-9	i	i	i	i	i	i	4	i
CC1CCC(CN2CCN=C2Nc2ccccc2)CC1 (stereo unspecified)	-1	i	-3	i	i	i	i	i	i	-8	i
COc1ccccc1N1CCN(C(=O)CCNS(=O)(=O)c2cc(Br)cnc2N)CC1	-1	i	-11	i	i	i	i	i	i	-2	i
Cc1cc(N2CCC(C)CC2)c(F)cc1[N+](=O)[O-]	12	i	-7	i	i	i	i	i	i	-2	i
Cc1ccc(-n2c([S-])c(C(=O)NC(C)c3ccccc3)[n+]3ccccc23)cc1 (stereo unspecified)	-1	i	-7	i	i	i	i	i	i	-1	i
Cc1ccc(C(=O)NC2(C(F)(F)F)NC(=O)N(c3ccc(Cl)cc3)C2=O)cc1 (stereo unspecified)	18	i	-11	i	i	i	i	i	i	0	i
CN1C(=O)C(=O)/C(=C(/O)c2ccccc2)C1c1ccc([N+](=O)[O-])cc1 (stereo unspecified)	7	i	-6	i	i	i	i	i	i	-1	i
COC(=O)c1ccc2nc(NC(=O)CSCC(=O)OCC(=O)c3ccccc3)sc2c1	0	i	-7	i	i	i	i	i	i	8	i
CC(C)(C)c1csc(NC(=O)C2COc3ccccc3O2)n1 (stereo unspecified)	3	7*	-9	i	i	i	i	i	i	8	i
COC(c1ccccc1)c1c(-c2ccccc2)nn(C)c1Cl (stereo unspecified)	-2	i	-13	i	i	i	i	i	i	4	i
CCCCn1c(N(CCOC(C)=O)C(C)=O)nc2ccccc21	-16	i	-13	i	i	i	i	i	i	-3	i
CN(C)C(=O)Nc1ccc(F)cc1F	2	i	-4	i	i	i	i	i	i	1	i
CC(=O)Nc1ccc2c(c1)nc(CN1CCCC1)n2C	-6	i	-5	i	i	i	i	i	i	2	i
Nc1nc(SCC(=O)c2ccc(Br)s2)n[nH]1	7	i	-2	i	i	i	i	i	i	-4	i
COc1ccc(C(CNC(=O)c2cccc(S(=O)(=O)NCc3ccccc3)c2)N2CCOCC2)cc1 (stereo unspecified)	8	i	-11	i	i	i	i	i	i	.	i
COc1ccc2[nH]c(=O)c(CN(Cc3cccnc3)C(=O)Nc3ccccc3)cc2c1	0	i	-26	i	i	i	i	i	i	.	i
CSc1cccc(NC(=O)CSc2ccc(C)cc2)c1	1	i	-6	i	i	i	i	i	i	2	i
COc1ccc(N2CCN(c3nc4ccc(C)cn4c(=O)c3C=O)CC2)cc1	5	i	-8	i	i	i	i	i	i	0	i
COc1ccc(C(CC(=O)O)NS(=O)(=O)c2ccc3c(c2)NC(=O)CO3)cc1 (stereo unspecified)	-7	i	-9	i	i	i	i	i	i	-5	i
Cc1cc(C)n2c(SCc3ccc(Cl)cc3Cl)nnc2n1	-8	i	-10	i	i	i	i	i	i	5	i
CCOC(=O)C1(CCc2ccccc2)CCN(C(=O)C2CCCO2)CC1 (stereo unspecified)	-2	i	-3	i	i	i	i	i	i	-6	i
CCOc1ccc(NC2=C(Cl)C(=O)N(Cc3ccccc3)C2=O)cc1	6	i	0	i	i	i	i	i	i	4	i
Cn1c(=O)n(C)c2cc(S(=O)(=O)Nc3cc(Cl)ccc3O)ccc21	-4	i	-10	i	i	i	i	i	i	8	i
O=Cc1coc2ccc3ccccc3c2c1=O	1	i	-13	i	i	i	i	i	i	7	i
CCOC(=O)c1c(C)[nH]c(C(=O)CN2CCN(CC)CC2)c1C	-12	i	-3	i	i	i	i	i	i	1	i
O=C(Cn1cnc2ccccc2c1=O)N1CCN(Cc2ccc3c(c2)OCO3)CC1	0	i	-6	i	i	i	i	i	i	12	i
Cc1cccc(C)c1Nc1nnc(SC/C(O)=C(\C#N)c2nc3ccccc3[nH]2)s1	2	i	-10	i	i	i	i	i	i	0	i
Cc1cccc(OCC(=O)Nc2ccc3c(c2)nc(CCN2CCC(C)CC2)n3C)c1	18	i	-8	i	i	i	i	i	i	0	i

# 2 successive entries out of the list so far, quoted:
Molecule	Platelet DG rel	KCNQ1 inh	hERG protect	KCNK9 inh	KCNQ1 pot	TRPC4 act	TRPC4 potent	KCNK3 block	TRPC4 block	DYRK1A inh	PolyA inh
Cc1cccc(C)c1Nc1nnc(SC/C(O)=C(\C#N)c2nc3ccccc3[nH]2)s1	2	i	-10	i	i	i	i	i	i	0	i
Cc1cccc(OCC(=O)Nc2ccc3c(c2)nc(CCN2CCC(C)CC2)n3C)c1	18	i	-8	i	i	i	i	i	i	0	i

# The results go on.
Molecule	Platelet DG rel	KCNQ1 inh	hERG protect	KCNK9 inh	KCNQ1 pot	TRPC4 act	TRPC4 potent	KCNK3 block	TRPC4 block	DYRK1A inh	PolyA inh
COc1ccc(-n2cccc2C=O)cc1OC	-6	i	-8	i	i	i	i	i	i	-7	i
COc1ccc(CCNC2CCC(c3ccccc3)CC2)cc1 (stereo unspecified)	6	i	-8	i	i	104*	i	i	i	.	i
COc1ccc(C(=O)CN2C(=O)NC3(CCCCCC3)C2=O)c(OC)c1	-3	i	-13	i	i	i	i	i	i	0	i
O=C(CN1CCc2ccccc2C1)Nc1ccc(F)cc1	-4	i	-9	i	i	i	i	i	i	-3	i
C=CCn1c(=NC(=O)c2ccc(S(=O)(=O)N3CCCc4ccccc43)cc2)sc2cc(S(N)(=O)=O)ccc21	-1	i	-9	i	i	i	i	i	i	-8	i
Cc1cc(C)[n+]2[nH]c(N)c(N=Nc3ccccc3)c2n1	8	i	-4	i	i	i	i	i	i	.	i
